Assay outcomes deposited in PubChem BioAssay by National Center for Advancing Translational Sciences (NCATS).
AMA1-RON2 inh = inhibitors of Plasmodium falciparum AMA1-RON2 interaction | AlphaScreen AMA1-biotinylated RON2 peptide binding | Potency, µM (series often up to 58.2 µM), without a hit: at the top dose activity change, negative = inhibition, actives largely listed as inhibitors | 360,000 compounds, 0.2% hits | AID 720542;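 further: potency means the concentration at half of the fitted maximal effect; 0% = vehicle wells and -100% = peptide control; nearly all actives have a fitted effect of over 45% in size; some results filed as inactive show a strong effect at the top dose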
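AMA1 (3D7) with his tag at 25 nM final met compounds first, then biotinylated RON2 peptide at 25 nM; detection used donor plus acceptor beads, 10 µg/mL apiece, read by AlphaScreen after 30 min at room temperature.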
AmpC inh no detg = inhibitors of E. coli AmpC beta-lactamase without detergent; P00811; AmpC nitrocefin hydrolysis, absorbance 480 nm, 0.0001% Triton; Potency, µM (top dose mostly 57.1 µM), for the others: at the top dose activity change, negative = inhibition, actives largely listed as inhibitors; 330,000 compounds, 0.52% hits;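 further: potency means the concentration at half of the fitted maximal effect; plate controls were no compound for no effect and no enzyme for full effect; nearly all actives have a fitted effect of over 20% in size; some results filed as inactive show a strong effect at the top dose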
Target sequence (P00811 whole entry, looked up): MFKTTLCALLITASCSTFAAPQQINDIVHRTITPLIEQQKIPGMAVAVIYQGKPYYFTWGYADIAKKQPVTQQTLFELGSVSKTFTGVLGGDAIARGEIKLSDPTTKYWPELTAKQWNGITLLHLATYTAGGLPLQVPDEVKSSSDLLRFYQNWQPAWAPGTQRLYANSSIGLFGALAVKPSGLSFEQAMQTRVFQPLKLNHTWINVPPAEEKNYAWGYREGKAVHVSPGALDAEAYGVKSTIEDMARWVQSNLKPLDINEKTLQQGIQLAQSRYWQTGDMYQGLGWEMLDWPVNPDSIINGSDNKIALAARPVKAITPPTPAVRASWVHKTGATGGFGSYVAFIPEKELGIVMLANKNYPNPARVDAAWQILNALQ
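AmpC (5.3 nM in the dispensed reagent) in 20 mM phosphate pH 7.0 with 0.01% (detergent screen) or 0.0001% Triton X-100 was preincubated with compounds for 15 min at room temperature. Nitrocefin was then added from an 800 uM solution, and hydrolysis was followed at 480 nm.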
Cycloheximide cs = counter-screen for Shiga toxin inhibitors: cycloheximide protein synthesis inhibition. cell reporter, cycloheximide protein synthesis inhibition counterscreen. 300,000 compounds, 12% hits. max response, %; in the data active means max response mostly above about 13%, no sharp cut-off; inactive means mostly below about 14%; further: read at 38.3 µM for the half of the compounds with a filed dose; 0% is about no effect
Giardia FBPA inh = blocks Giardia fructose-bisphosphate aldolase activity | 290,000 compounds, 0.71% hits | AID 2451 | A8B2U2 | purified Giardia FBPA | Potency, µM (doses to about 59.6 µM), without a hit: at the highest dose activity, negative = inhibition, usual class: inhibitors; further: potency means the concentration at half of the fitted maximal effect; on the % scale 0 is the no-effect control and ±100 the full control effect; nearly all actives have a fitted effect of over 55% in size
Target sequence (A8B2U2 whole entry, looked up): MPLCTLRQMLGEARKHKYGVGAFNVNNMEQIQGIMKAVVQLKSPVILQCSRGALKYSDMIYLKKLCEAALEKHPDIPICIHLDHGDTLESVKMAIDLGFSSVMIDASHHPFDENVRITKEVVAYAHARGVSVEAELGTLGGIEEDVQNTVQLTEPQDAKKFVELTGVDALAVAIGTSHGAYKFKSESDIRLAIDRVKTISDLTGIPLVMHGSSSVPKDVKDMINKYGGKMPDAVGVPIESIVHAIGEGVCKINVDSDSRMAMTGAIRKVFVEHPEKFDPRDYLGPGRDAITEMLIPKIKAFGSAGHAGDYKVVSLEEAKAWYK
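40 nM FBPA preincubated 10 min at RT with compound (up to 57.5 uM final), then substrate plus GAPDH/TPI/NAD/arsenate coupling and diaphorase/resazurin added. Fluorescence read after 20 min at RT, 525/598 nm.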
HCMV inh = human cytomegalovirus inhibition. HFF cells, HCMV-luciferase reporter, 72 h; stronger effect = lower value. activity change, negative = inhibition, % at 57.5 µM. 410,000 compounds, 4.5% hits. AID 1259415; in the data active means activity change below about -60%; inconclusive means no clear call, values can overlap the other calls; inactive means above about -39%; further: on the % scale 0 is the no-effect control and ±100 the full control effect
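After 16 h attachment at 37C, HFF cells received test compound and HCMV-luciferase (1 PFU/cell); reporter luminescence read 72 h later, data normalized against buffer-only and known inhibitor Salinomycin.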
AmpC inh detg = blocks E. coli AmpC beta-lactamase in detergent assay; Potency, µM (doses to about 114 µM), without a hit: at the highest dose activity change, negative = inhibition, usual class: inhibitors; AID 485294; AmpC hydrolysis of nitrocefin, absorbance 480 nm, 0.01% Triton; 370,000 compounds, 0.041% hits; P00811;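 further: potency means the concentration at half of the fitted maximal effect; 0% = no-compound wells and -100% = no-enzyme wells; nearly all actives have a fitted effect of over 25% in size; some results filed as inactive show a strong effect at the top dose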
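AmpC (5.3 nM in the dispensed reagent) in 20 mM phosphate pH 7.0 with 0.01% (detergent screen) or 0.0001% Triton X-100 was preincubated with compounds for 15 min at room temperature. Nitrocefin was then added from an 800 uM solution, and hydrolysis was followed at 480 nm.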
Shiga inhibitor = Shiga toxin inhibition. Vero cells, Shiga toxin protein synthesis inhibition reporter. inhibition, % at 38.7 µM. 290,000 compounds, 9.2% hits; in the data active means inhibition mostly above about 28%, no sharp cut-off; inactive means mostly below about 43%; further: 0% is about no effect
Active calls of the source: *; i = inactive; ? = inconclusive; . = not tested or not shown; & = joins results of further samples; [ ] = remark or other dose. Unless noted, the call rests on the fitted dose curve; in most records, active means well fitted curve in the direction sought with a large enough effect; inconclusive means small, poorly fitted or top-dose-only effect, or another doubt; inactive means no such curve, though single readings can be large; an effect the other way counts as inactive or inconclusive.

Structure	AMA1-RON2 inh	AmpC inh no detg	Cycloheximide cs	Giardia FBPA inh	HCMV inh	AmpC inh detg	Shiga inhibitor
O=C(Nc1ccccc1Cl)c1cc(=O)c2ccccc2o1	9.6%	-30.4%	30.1*	-3.8%	-8.2	-15.6%	.
CN(C)S(=O)(=O)c1cccc(C(=O)Nc2cc(S(=O)(=O)N3CCOCC3)ccc2O)c1	-5.1%	-37.8%	.	.	18.1	?	.
Cc1ccc(-c2nnn(Cc3nc4ccccc4s3)n2)cc1	20.1%	-30.8%	16.2	0.3%	100.9	0.6%	-3.1
CCOC(=O)C(=O)Nc1cc(Cl)ccc1C	-3.6%	-21.8%	-1.9	0.4%	-18.2	?	3.7
CCOC(=O)Nc1ccc(C(=O)c2ccncc2)cc1	16.9%	-9.8%	-1.5	9.4%	18.6	-9.4%	13.0
O=C(CSc1ncn[nH]1)c1ccco1	19.1%	-10.3%	-3.7	?	3.6	?	-7.3
CC(=O)CC(=O)Nc1ccc(Cl)cn1	7.8%	3.6%	-3.6	-2.8%	8.6	3.1%	-8.6
CN(CC(=O)N1CCC(C(N)=O)CC1)S(=O)(=O)c1ccc2ccccc2c1	-1.8%	-11.0%	-3.9	6.9%	-37.3	-21.7%	.
COc1ccc2cc3c(N)nn(C(=O)Cc4ccccc4OC)c3nc2c1	13.5%	-19.9%	-6.9	7.0%	-24.3	-18.9%	-8.4
COC(=O)Cn1c(C)nc2c(sc3nc(C)cc(C)c32)c1=O	-1.0%	-5.7%	48.7*	1.0%	.	?	111.2*
CCn1ccnc1CNCc1ccc(OCC(O)CN(C)Cc2ccccc2)cc1 (stereo not given)	81.4%[activator]	8.8%	7.9	?	-37.7	-7.4%	22.0
Cc1onc(-c2ccccc2Cl)c1C(=O)NCc1ccc(N2CCCC2=O)cc1	-3.5%	-11.7%	-2.5	2.8%	?	-11.1%	-9.3

Carrying on:
Structure	AMA1-RON2 inh	AmpC inh no detg	Cycloheximide cs	Giardia FBPA inh	HCMV inh	AmpC inh detg	Shiga inhibitor
Cc1cc(CN2CCCC(CNC(=O)c3ccc(F)cc3)C2)cc(C)c1O (stereo not given)	0.0%	-36.6%	1.2	0.2%	11.2	1.4%	-4.3
COC(=O)c1sccc1NC(=O)c1cc(-c2ccc(C)cc2)nc2ccccc12	-15.0%	-21.2%	-2.3	0.1%	26.7	-13.0%	19.1
COc1ccccc1N1CCN(C2CCCCC2NS(=O)(=O)c2ccc(Cl)cc2)CC1 (stereo not given)	-9.1%	21.9%	6.0	-5.5%	.	-8.9%	-18.9
CCOc1ccc(N2CC(C(=O)Nc3nnc(SCCOC)s3)CC2=O)cc1 (stereo not given)	11.0%	-2.4%	-9.2	2.5%	-23.3	-11.7%	-4.1
Cc1cc(=O)c2ccc(Cl)cc2[nH]1	10.1%	-25.2%	-5.3&-3.0	-9.4%[136 µM]	-12.0	-4.3%	-9.7
C[C@H](CO)N1C[C@H](C)[C@@H](CN(C)Cc2ccc(C(=O)O)cc2)Oc2c(NS(=O)(=O)c3cn(C)cn3)cccc2C1=O	9.7%	-19.3%	.	.	-16.8	.	.
Cn1cccc1/C=N/N1CCN(Cc2ccccc2)CC1	-16.7%	26.3%	15.2	-10.3%	-6.3	7.2%	-1.3
O=C(CSc1nc2ccccc2s1)Nc1cc(C(=O)O)cc(C(=O)O)c1	-3.7%	-18.6%	-0.8	11.3%	15.5	-3.9%	23.3
CCN(CCCNC(=O)CC1Oc2ccc(C)cc2NC1=O)Cc1ccccc1 (stereo not given)	14.7%	17.7%	1.1	-1.5%	5.6	?	-11.2
CCOC(=O)c1ccc(CNCc2ccc(C)cc2)cc1	8.6%	-19.3%	-2.4	-11.6%	-38.0	-7.7%	-2.9
CC(C)(C)OC(=O)NCC(=O)N1CCC(C(=O)O)CC1	-4.7%	-15.3%	-2.5	3.4%	19.4	?	21.9
COc1ccc(C2/C(=C(\O)c3ccc4c(c3)OCCO4)C(=O)C(=O)N2CCCN(C)C)cc1 (stereo not given)	-7.4%	-11.4%	-7.6	1.3%	-1.7	?	-23.3

Next results.
Structure	AMA1-RON2 inh	AmpC inh no detg	Cycloheximide cs	Giardia FBPA inh	HCMV inh	AmpC inh detg	Shiga inhibitor
COc1ccc(N2CCN(Cc3nc4ccccc4c(=O)[nH]3)CC2)cc1	-0.8%	-17.4%	-0.8	-18.9%	21.8	2.1%	9.8
Cc1c(Cl)cccc1NC(=O)COc1ccc(S(=O)(=O)N2CCOCC2)cc1	2.7%	-2.1%	-3.3	-2.7%	13.2	-10.7%	-4.9
Cc1c(NC(=O)COC(=O)C23CC4CC(CC(O)(C4)C2)C3)c(=O)n(-c2ccccc2)n1C	3.1%	-4.8%[2.29 µM]	-3.3	0.2%	-33.9	?	-6.6
CC(C)c1ccc(S(=O)(=O)c2nnn3c2nc(N2CCCCC2)c2ccccc23)cc1	14.9%	-21.4%	-2.4	15.1%	-4.7	0.3%	-1.8
CCCCC(CC)C1OCC(CN2CCCCC2)O1 (stereo not given)	-5.7%	8.7%	-1.3	0.6%	17.8	-5.2%	2.3
COc1ccc(NC(=O)N(C)C[C@H]2Oc3ccc(NS(=O)(=O)c4ccc(OC)cc4)cc3C(=O)N([C@H](C)CO)C[C@@H]2C)cc1	1.8%	120.5%[activator]	.	.	?	.	.
COc1ccccc1NC(C)C(=O)N/N=C/c1cccs1 (stereo not given)	6.2%	-18.2%	-1.3	3.3%	-16.7	1.0%	0.7
COC(=O)CC1C(=O)NCCN1C(=O)c1ccccc1 (stereo not given)	-19.2%	-11.7%	-3.3	1.8%	1.7	?	-12.2
COc1cc2c(cc1OC)CN(C(=S)Nc1c(C)cccc1C)CC2	-10.2%	-36.4%	-1.3	5.1%	-31.1	-9.9%	-2.3
CCCCn1c(SCC(=O)NCC2CCCO2)nc2ccc(N3CCOCC3)cc2c1=O (stereo not given)	22.5%	15.0%	4.9	?	-29.4	-5.1%	-1.0
CC(C)[C@H](NC(=O)c1c(F)cccc1F)C(=O)OCC(=O)NC(=O)NC1CCCC1	-12.6%	10.3%	-1.2	2.1%	-6.9	?	-6.3
COc1ccc(-c2noc(CCC(=O)NCCc3ccccc3)n2)cc1OC	1.6%	34.4%	17.7	0.4%	64.8	-0.8%	11.1

The list goes on.
Structure	AMA1-RON2 inh	AmpC inh no detg	Cycloheximide cs	Giardia FBPA inh	HCMV inh	AmpC inh detg	Shiga inhibitor
COc1ccc(CC(=O)OCC(=O)NCc2ccco2)cc1	-0.1%	-15.3%	.	.	-3.1	?	.
O=C(CNS(=O)(=O)c1ccc(Br)cc1)N1CCN(Cc2ccccc2)CC1	-3.8%	124.8%[activator]	1.4	.	20.7	-0.8%	-12.7
Cc1nn(C(=O)CNS(=O)(=O)c2ccccc2)c(C)c1Sc1ccc(Cl)cc1	-1.3%	-8.5%	1.6	-25.7%	89.8	-9.8%	11.7
CC(C)CN(C(=O)COC(=O)C1c2ccccc2Oc2ccccc21)C1CCS(=O)(=O)C1 (stereo not given)	-6.7%	41.7%	1.4	-2.9%	16.8	-4.6%	-7.9
CC(C)CNC(=O)c1cnn2c(C(F)(F)F)cc(C(F)(F)F)nc12	5.4%	7.8%	-2.1	7.5%	-5.9	1.8%	-3.8
O=C(CO/N=C/c1ccccc1OC(F)F)NCc1cccs1	-8.4%	-25.2%	-1.0	-1.1%	-17.1	-4.2%	16.7
Cc1ccc(C)c(NC(=O)NNC(=O)c2ccc3ccccc3c2O)c1	71.0%[activator]	-0.4%	3.4	5.1%	?	-1.9%	-2.3
Cc1cc(C)cc(NC(=S)N2CCN(S(=O)(=O)c3ccccc3)CC2)c1	-3.5%	-31.9%	6.1	.	?	5.0%	-13.6
COc1ccc(OC)c(CC(=O)N(C)C2CCCN(Cc3ccccc3F)C2)c1 (stereo not given)	3.8%	69.6%[activator]	-1.2	-11.4%	16.1	-11.7%	-17.7
Cc1cccc(Nc2nnc(SC(C)C(=O)NC3CC3)s2)c1 (stereo not given)	-3.8%	-22.1%	.	.	1.9	-23.5%	.
Cc1ccc2sc(NC(=O)c3cccc(N4C(=O)CCC4=O)c3)nc2c1C	-7.7%	56.1%	30.2	.	-30.6	4.0%	18.6
O=c1[nH]c(=O)n(Cc2ccc(F)cc2)c(O)c1C=NCc1cccnc1	-0.5%	-5.8%	-1.9	7.6%	26.9	-1.7%	-7.1

Next part
Structure	AMA1-RON2 inh	AmpC inh no detg	Cycloheximide cs	Giardia FBPA inh	HCMV inh	AmpC inh detg	Shiga inhibitor
CCOc1ccc(N(Cc2cc3cc(OC)ccc3[nH]c2=O)C(=O)C2CCCO2)cc1 (stereo not given)	6.0%	-3.5%	-5.1	-8.1%	4.8	?	-14.5
Cc1cc(C)c(NC(=O)NC(=O)C(Cl)(Cl)Cl)c(C)c1	-4.4%	-17.0%	-2.0	-2.6%	22.9	-3.9%	5.1
CCCCn1c(C)cc2c(c1=O)C1O[C@](c3ccsc3)(Cc3cc(OC)c(OC)cc31)O2	.	60.6%[activator][11.4 µM]	5.7	-12.5%[12.9 µM]	.	-18.3%[22.9 µM]	i
COc1ccc(S(=O)(=O)N2CCCCC2)cc1C(C)C	-8.0%	29.5%	-2.9	5.3%	17.2	3.6%	-11.6
Clc1cc(Cl)cc(Nc2ncnc(-n3cccc3)n2)c1	7.3%	-28.9%	-0.6	7.4%	-12.0	-6.1%	-15.7
COc1ccc(N2C(=O)CC(N3CCN(S(=O)(=O)c4cc(C)ccc4C)CC3)C2=O)cc1 (stereo not given)	-7.3%	112.5%[activator]	-0.7	2.6%	-26.1	-8.8%	-2.0
O=C(Cn1nnc(-c2ccc(NC(=O)c3ccccc3F)cc2)n1)NCc1ccc(F)cc1	-1.3%	-20.6%	11.8	-4.3%	-22.6	-9.9%	21.2
O=S(=O)(Cc1ccc(Cl)cc1)c1ccccc1-c1nnc(-c2ccc(Cl)cc2)o1	-2.0%	-5.7%	7.8	-1.6%	-17.4	1.0%	12.3
c1ccc(-c2nc(NCCCN3CCOCC3)c3ccccc3n2)cc1	-8.6%	31.5%	0.9	3.1%	75.9	?	-4.7
CCN(CC)CCn1c2c(c(SCC(=O)Nc3cccc4ccccc34)nc1=O)CCCC2	6.1%	-10.6%	.	.	-29.5	?	.
CCC(C)[C@H](NC(=O)[C@@H]1Cc2ccccc2CN1)C(=O)NCc1ccc(OC)cc1 (stereo not given in full)	9.9%	-7.9%	-0.4	14.1µM*	19.5	-14.7%	-4.7
COc1cc(CNc2ncnc3ccc(-c4c(C)noc4C)cc23)cc(OC)c1OC	.	.	-3.9	-2.1%	.	.	3.2

Only Giardia FBPA inh, for 2 of the compounds above:
Structure,Giardia FBPA inh
COc1ccc(OC)c(CC(=O)N(C)C2CCCN(Cc3ccccc3F)C2)c1 (stereo not given),-11.4%
Cc1ccc(C)c(NC(=O)NNC(=O)c2ccc3ccccc3c2O)c1,5.1%
